# Screens (PubChem)
# Autophagy HCS = modulators of autophagy; MEF GFP-LC3 puncta imaging; test concentration mostly 10 µM; calls only at 10 µM (by protocol); hit rate 0.98% among 190,000;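 active = percentage of spot-positive cells more than 3 SD above its plate mean, without a fluorescence outlier flag or 80% toxicity; inconclusive = no clear call, values can overlap the other calls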;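 note: spot-positive cell cutoff set from DMSO-treated cells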
# AID2073 = inhibitors of Mint1-CaV2.2 protein interaction, biochemical, HTRF (AID 2073); hit rate 0.19% among 290,000; HTRF protein-protein interaction, Mint1-CaV2.2; higher % means a stronger effect; inhibition, % at 20 µM; hits with a dose series show IC50 in µM; in the data active = inhibition mostly above about 51%, no sharp cut-off; inconclusive = no clear call, values can overlap the other calls; inactive = mostly below about 53%; note: some results filed as inactive read as strong as hits
# HIV fusion peptide = inhibitors of HIV fusion peptide binding, primary screen, biochemical, uHTS, fluorescence dequenching (AID 1986); cell-free peptide binding, fluorescence dequenching, 30 min; higher % means a stronger effect; one-dose inhibition, % at 20 µM; IC50 in µM for titrated hits; hit rate 0.3% among 290,000; in the data active = inhibition mostly above about 52%, no sharp cut-off; inactive = mostly below about 76%; note: some results filed as inactive read as strong as hits
# WT yeast gro inh = growth inhibition of WT yeast, mitochondrial fusion screen; mitochondrial fusion phenotypic screen, WT strain; inhibition, % at 10 µM; hit rate 2.1% among 190,000; in the data active = inhibition above about 58%; tested in S. cerevisiae
# b-catenin transl = modulators of beta-catenin nuclear translocation | HeLa beta-catenin nuclear translocation, immunofluorescence imaging | AID 1665 | hit rate 0.3% among 190,000 | nuclear translocation activity, % at 5 µM;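 active = nuclear translocation activity above 50% at 5 µM, with a well cell count of 50 or more; inconclusive = wells under 50 cells across six images, flagged as toxic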;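 note: per-cell ratio of nuclear to cytoplasmic median beta-catenin stain intensity; plate controls were DMSO negative control for no effect and GSK-3 inhibitor IX positive control for full effect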
#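 Test system: human HeLa cells, endogenous beta-catenin. Times: 24 h compound exposure, 37°C. Measured by: beta-catenin immunofluorescence imaging with DAPI.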
# Insulin prom up = MIN6 insulin promoter up-regulation; hit rate 0.3% among 190,000; AID 1625; z-score at 5 µM; MIN6 insulin promoter-GFP reporter, high-content imaging; hits give high values;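 active = z-score above 3 at 5 µM with at least 500 cells counted in the well; inconclusive = wells under 500 cells, flagged as cytotoxic or low count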
# Yfh1-off respiration = mitochondrial function rescue without frataxin homolog – Friedreich's ataxia, plus single-dose screen, dose response (AID 1465). S. cerevisiae Yfh1-off respiration, WST-1 reduction, 72 h; higher fold induction means a stronger effect. one-dose fold induction at 50 µM; EC50 in µM for titrated hits. hit rate 0.074% among 220,000;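 active = fold induction of absorbance versus untreated yeast above a set limit, then at least 30% activation at any dose in follow-up; inconclusive = repeats straddling the limit, or above it without dose testing; inactive = fold induction below the set limit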;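 note: activators that raise dye reduction in frataxin-depleted yeast; strong numbers were not always called active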
# Dynein transport = blocks dynein driven cargo transport along microtubules; AID 1381; z-score, hits read low; 3617.4 mouse cells, GR-EGFP nuclear translocation imaging; test concentration mostly 20 µM; stimulated with dexamethasone, 1 µM; hits give low values; hit rate 0.47% among 220,000;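 active = plate z-score of nuclear minus cytoplasmic receptor signal below a set negative limit, without overly bright fluorescence or cell loss, cut at about -3.5 in these data, passing the limit was not always enough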;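 note: z-score of nuclear minus cytoplasmic ring GR-EGFP intensity difference per well; some compounds called inactive have numbers as strong as hits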
#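 Buffer or medium: tetracycline-free induction medium containing charcoal-stripped FBS / Reagent: dexamethasone agonist, 1.0 µM final, for 30 min / Technique: automated 10x imaging of fixed Hoechst-stained cells / Times: induction 48 h, compound 1 h, agonist 30 min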
# MT stabilizer = stabilizes microtubules in HeLa cells. HeLa tubulin immunostaining HCS, 24 h; share of cells brighter than vehicle mean+2SD. hit rate 0.83% among 200,000. % tubulin-high responders, % at 10 µM;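 active = plate Z-score above 3 for both tubulin-high and condensed-nucleus cell shares, with cell loss under 80%, at 10 µM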;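 note: anti alpha tubulin signal scored within the nucleus-defined area of each cell; some results filed as inactive read as strong as hits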
# WT yeast gro inh mutant strain = second read-out of WT yeast gro inh, no call of its own (marks repeat the call); inhibition, %; mitochondrial fusion phenotypic screen, mutant strain inhibition
# Dynein transport cytoplasmic EGFP = further read-out of Dynein transport, marked with its call; z-score; measured here: cytoplasmic GR-EGFP intensity; hits give high values
# Dynein transport nuclear GR-EGFP = recorded beside Dynein transport, whose call it bears; z-score; measured here: nuclear GR-EGFP intensity;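 lower value marks the stronger effect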
# Dynein transport cell count = also measured in Dynein transport; calls as there; z-score; measured here: cell count per field
# Insulin prom up cell count = second read-out of Insulin prom up, no call of its own (marks repeat the call); cell count; measured here: cytotoxicity, nuclei count;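 total cells summed across four imaged fields per well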
# b-catenin transl cell count 5 µM = recorded beside b-catenin transl, whose call it bears; cell count; measured here: cell count, cytotoxicity flag
# MT stabilizer Hoechst-high % = second read-out of MT stabilizer, no call of its own (marks repeat the call); % Hoechst-high responders; measured here: nuclear condensation Hoechst responders;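 share of cells brighter than vehicle mean plus two SD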
# MT stabilizer cytotoxicity % = also measured in MT stabilizer; calls as there; toxicity, %; measured here: cytotoxicity by cell density;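 0% = mean cell density of plate MIN control wells and 100% = no cells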
# Autophagy HCS cell loss 18 h = second read-out of Autophagy HCS, no call of its own (marks repeat the call); toxicity, %; measured here: cell loss, nuclei count;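 cell loss after 18 h compound exposure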
# The depositor's hits bear a star; i = inactive; ? = inconclusive; / = not tested or not shown; + = active, no number.
nr	Compound	MT stabilizer	WT yeast gro inh	Dynein transport	b-catenin transl cell count 5 µM	Dynein transport cytoplasmic EGFP	Insulin prom up	Autophagy HCS	Insulin prom up cell count	Autophagy HCS cell loss 18 h	Yfh1-off respiration	Dynein transport nuclear GR-EGFP	AID2073	MT stabilizer cytotoxicity %	WT yeast gro inh mutant strain	HIV fusion peptide	Dynein transport cell count	MT stabilizer Hoechst-high %	b-catenin transl
1	Cc1ccc(C(=O)Nc2ccc(C)c(S(=O)(=O)N(C)C)c2)s1	2.1	-12	-0.57	980	-0.26	/	i	/	-11	?	-0.53	4%	6.8	-3	-1.1%	0.58	3.0	0.1
2	COc1cc(OC)c(C(=O)OCC(=O)Nc2cc(C)on2)cc1OC	3.9	-3	-0.32	1022	-0.03	-0.14	i	1324	-2	i	0.11	1%	7.6	19	-0.2%	0.49	3.1	-0.2
3	COc1ccc2[nH]c(C(=O)Nc3ccc4c(c3)OCO4)cc2c1	/	/	2	1320	-0.079	-0.08	/	1047	/	i	1.5	-4%	/	/	-2.5%	-2.4	/	0.7
4	CN(CCc1ccccn1)C(=O)CCC1CCCN(C(=O)c2ccsc2)C1 (stereo not drawn)	1.9	-4	-0.22	1021	0.017	0.23	i	1421	-5	i	0.082	7%	7.8	10	1.0%	0.25	3.1	-2.0
5	Cc1cccc(-n2nnnc2SCc2csc(-c3ccccc3)n2)c1	3.5	25	1.8	938	-0.24	-0.73	i	832	-2	i	-0.17	12%	5.5	-19	-2.4%	-0.089	1.9	3.8
6	COc1cccc(N2CCN(C(=O)c3ccc(=O)oc3)CC2C)c1 (stereo not drawn)	5.0	-1	0.94	1069	0.019	0.96	i	869	-2	i	1.2	4%	4.6	2	-0.6%	-2	2.7	-0.6
7	CC(=O)C1C(c2ccc([N+](=O)[O-])cc2)C2C(C)=NN=C2CC1(C)O (stereo not drawn)	/	/	0.17	1359	0.38	-0.83	/	958	/	i	0.18	?	/	/	0.9%	0.084	/	0.9
8	CC1(C)NC(=O)N(CC(O)COc2ccc(-c3ccc(C#N)cc3)cc2)C1=O (stereo not drawn)	3.1	6	-1.1	1286	-0.35	-0.12	i	1669	27	i	-0.68	10%	2.1	4	-0.5%	0.41	0.8	-0.2
9	CCOC(=O)c1sc2nc(C)nc(SCC(=O)N(CC)C3CCS(=O)(=O)C3)c2c1C (stereo not drawn)	3.2	6	-0.48	1104	-0.31	-0.15	i	1287	8	i	-0.3	-2%	5.7	-10	-0.9%	0.83	1.8	-0.6
10	COc1ccc(C(=O)NCC2OCCc3ccccc32)cc1OC (stereo not drawn)	1.8	-8	-0.33	1091	-0.21	/	i	/	-11	i	-0.4	-5%	9.9	-24	0.0%	0.21	1.5	-3.2
11	COc1ccc(CNC(=O)CN2C(=O)C3C4C=CC(C4)C3C2=O)cc1 (stereo not drawn)	2.5	-1	1.1	/	-0.15	-0.09	+	1266	-7.5*	i	0.74	-10%	6.9	-9	-1.1%	-1.3	2.8	/
12	COc1cccc(-n2c(SC3CCOC3=O)nc3ccccc3c2=O)c1 (stereo not drawn)	1.9	17	0.39	1155	-0.28	-0.04	i	1109	-3	i	0.36	5%	3.2	9	0.5%	-0.98	1.9	-2.2
13	O=C(Nc1nc(=S)ss1)c1c(F)cccc1F	2.9	79*	-0.34	/	-0.23	/	i	/	1	i	-0.49	5%	9.4	16*	0.9%	0.28	2.7	/
14	O=C(CN1C(=O)c2ccccc2S1(=O)=O)Nc1ccc(S(=O)(=O)N2CCCC2)cc1	3.7	16	-0.93	1203	-0.24	0.94	i	1326	-5	i	-0.62	9%	7.4	14	0.0%	0.75	3.0	-0.1
15	CCN1/C(=C\C(C)=O)Sc2ccc(OC)cc21	1.5	-13	0.32	996	-0.3	0.02	i	899	3	i	0.29	6%	4.2	-7	-1.8%	0.77	1.9	2.5
16	O=C1CC(NCCC2=CCCCC2)C(=O)N1c1cccc(Cl)c1Cl (stereo not drawn)	3.8	-5	-0.3	1409	-0.21	0.38	i	1542	-28	i	0.25	-2%	6.5	-2	0.9%	0.54	2.0	-0.1
17	S=C(N=Nc1ccccc1)NNc1ccccc1	2.9	5	-0.26	574	-0.3	/	i	/	35	i	0.05	-8%	10	-3	-3.6%	1.1	3.2	1.6
18	COCCNC(=O)[C@H](CSCc1ccccc1)N1Cc2ccccc2C1=O	/	/	-0.56	1317	-0.23	/	/	/	/	i	0.5	9%	/	/	0.4%	-0.32	/	-0.9
19	COc1cc2c(c(OC)c1OC)-c1c(cc3c(c1OC)OCO3)C1OC2[C@@H](C)[C@H]1C (stereo partly drawn)	/	/	0.8	1187	-0.8	/	/	/	/	i	0.67	-5%	/	/	1.3%	-0.39	/	-1.5
20	CN(Cc1ccccc1)c1cc(Cl)nc(N)n1	10	-15	0.32	1062	-0.32	-0.23	i	1127	30	i	0.44	-1%	4.4	18	-0.9%	0.38	1.4	-0.2
21	Cc1nc(NC(=O)CSc2nc3cccnc3n2C2CCCCC2)sc1C	3.4	-4	1.1	1117	-0.14	/	i	/	33	i	0.68	-8%	8.7	4	6.1%	-1.2	3.5	2.1
22	CNC(=O)COc1ccc(Cl)c2cccnc12	8.0	-19	-0.095	1454	-0.32	-0.01	i	1458	3	i	0.66	12%	5.4	0	-1.1%	0.18	1.7	1.2
23	COc1ccc(Cl)c2c1[nH]c1nc(SCc3ccccn3)nnc12	2.5	7	1.4	1112	1	-2.2	i	1139	7	i	1.1	12%	14	15	-3.8%	-0.72	2.0	-0.2
24	CCN1C(=O)C(CC(=O)Nc2ccc(OC)cc2)N(Cc2cccnc2)C1=S (stereo not drawn)	2.9	/	0.46	/	-0.21	/	i	/	7	i	0.51	-8%	7.9	/	3.5%	0.29	1.8	/
25	COc1ccccc1OCc1nc(C#N)c(N2CCC(C(N)=O)CC2)o1	2.2	-50	2.6	1197	-0.02	-0.23	i	867	3	i	1.3	0%	11	-42	1.1%	-1.1	3.6	-2.8

# Copied from above: nos. 21–25
nr	Compound	MT stabilizer	WT yeast gro inh	Dynein transport	b-catenin transl cell count 5 µM	Dynein transport cytoplasmic EGFP	Insulin prom up	Autophagy HCS	Insulin prom up cell count	Autophagy HCS cell loss 18 h	Yfh1-off respiration	Dynein transport nuclear GR-EGFP	AID2073	MT stabilizer cytotoxicity %	WT yeast gro inh mutant strain	HIV fusion peptide	Dynein transport cell count	MT stabilizer Hoechst-high %	b-catenin transl
21	Cc1nc(NC(=O)CSc2nc3cccnc3n2C2CCCCC2)sc1C	3.4	-4	1.1	1117	-0.14	/	i	/	33	i	0.68	-8%	8.7	4	6.1%	-1.2	3.5	2.1
22	CNC(=O)COc1ccc(Cl)c2cccnc12	8.0	-19	-0.095	1454	-0.32	-0.01	i	1458	3	i	0.66	12%	5.4	0	-1.1%	0.18	1.7	1.2
23	COc1ccc(Cl)c2c1[nH]c1nc(SCc3ccccn3)nnc12	2.5	7	1.4	1112	1	-2.2	i	1139	7	i	1.1	12%	14	15	-3.8%	-0.72	2.0	-0.2
24	CCN1C(=O)C(CC(=O)Nc2ccc(OC)cc2)N(Cc2cccnc2)C1=S (stereo not drawn)	2.9	/	0.46	/	-0.21	/	i	/	7	i	0.51	-8%	7.9	/	3.5%	0.29	1.8	/
25	COc1ccccc1OCc1nc(C#N)c(N2CCC(C(N)=O)CC2)o1	2.2	-50	2.6	1197	-0.02	-0.23	i	867	3	i	1.3	0%	11	-42	1.1%	-1.1	3.6	-2.8

# More entries:
nr	Compound	MT stabilizer	WT yeast gro inh	Dynein transport	b-catenin transl cell count 5 µM	Dynein transport cytoplasmic EGFP	Insulin prom up	Autophagy HCS	Insulin prom up cell count	Autophagy HCS cell loss 18 h	Yfh1-off respiration	Dynein transport nuclear GR-EGFP	AID2073	MT stabilizer cytotoxicity %	WT yeast gro inh mutant strain	HIV fusion peptide	Dynein transport cell count	MT stabilizer Hoechst-high %	b-catenin transl
26	CCOC(=O)C1CCN(Cc2nc3ccccc3c(=O)n2-c2ccc(F)cc2)CC1	1.0	11	0.86	/	0.15	0.47	i	898	4	/	0.91	-4%	7.7	16	1.4%	-1.5	1.0	/
27	OC(COc1ccccc1)CN1CCN(Cc2ccc3c(c2)OCO3)CC1 (stereo not drawn)	2.9	-7	-0.26	1512	-0.095	0.03	i	1524	8	i	0.37	-10%	5.4	16	-0.7%	0.48	2.6	0.6
28	Cc1oc(-c2ccccc2F)nc1CS(=O)(=O)CC(=O)N1CCOCC1	2.2	-8	-0.67	1112	-0.22	0.69	i	2051	0	i	-0.027	-10%	6.8	-11	-1.8%	0.9	3.1	-2.6
29	Cn1cnnc1SCC(=O)NN1C(=O)NC(C)(c2ccccc2)C1=O (stereo not drawn)	/	/	-0.76	1081	-0.26	-0.09	/	1423	/	i	-0.24	9%	/	/	-0.7%	1.3	/	-1.1
30	Cc1ccc(-n2nnnc2-c2ccccc2)cc1	6.7	19	0.24	1025	-0.19	-0.85	i	1044	16	i	0.19	-4%	19	-4	1.2%	0.13	4.7	1.6
31	O=C(Nc1ccccc1-c1nnn(CC(=O)N2CCCc3ccccc32)n1)c1ccco1	2.2	-10	-0.81	954	-0.24	-1.3	i	1275	10	i	-0.29	-6%	7.0	-11	-3.1%	1.6	1.9	-6.8
